HUVEC inhibit: inhibitors of HUVEC proliferation, primary screen, cell-based, 384-well. AID 648, 2007. hit rate 1.1% among 86,000. viability, % at 10 µM (by protocol). CellTiter-Glo luminescence, 72 h; active compounds read low;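 active = viability at or below 30%; inactive = viability above 30%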;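 note: 100% = median luminescence of DMSO-only cell control wells on each plate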
HUVEC tox IL1B: cytotoxicity in IL-1B stimulated HUVEC, primary screen, cytotoxicity control for IL-1B NFkB translocation project, imaging, Hoechst nuclear count, IL-1B stimulus. HUVEC cell count loss. cell count reduction, % at 2 µM. hit rate 0.41% among 94,000. AID 845, 2007;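 active = cell count reduction more than 3 SD above the screen-wide mean, cut at about 70% in these data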;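 note: normalized per plate to untreated control cells as the no-loss baseline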
HUVEC tox TNFa: cytotoxicity in TNFa-stimulated HUVEC, primary screen, cytotoxicity control for VCAM1 expression modulator project, imaging, Hoechst nuclei count; HUVEC TNFalpha-stimulated, Hoechst cell count; cell count reduction, % at 2 µM; hit rate 0.17% among 93,000;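 active = cell count reduction exceeding the screen mean by over 5 SD, scaled to untreated wells per plate, cut at about 78% in these data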;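 note: cells counted after 24 h of TNF alpha exposure following the 1 h pretreatment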
H69AR growth 86K: proliferation blockers of H69AR lung cancer cells, primary screen, cell-based, human, 86K library. hit rate 6% among 85,000. H69AR lung tumor viability, ATP luminescence, 72 h; active compounds read low. viability, % at 10 µM;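 active = viability at or below 40%; inactive = viability above 40%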;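 note: multidrug resistant small cell line overexpressing MRP-1 efflux transporter; 100% = mean luminescence of untreated control wells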
F-actin modifier: modifiers of F-actin cytoskeleton organization, primary screen, imaging, HUVEC, phalloidin staining, high-content imaging | HUVEC TNFa F-actin phalloidin imaging | inhibition, % at 2 µM | hit rate 0.18% among 91,000;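 active = inhibition above the batch mean plus 3 SD and confirmed as a hit by visual image inspection, cut at about 30% in these data, passing the limit was not always enough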; note: strong numbers were not always called active
PTK2B oligo ant: antagonists of Pyk2 self-association, primary screen, Q293 cells, FERM NanoBiT luminescence, HTS. Protein-tyrosine kinase 2-beta (Homo sapiens), Q14289. active compounds read low. z-score (the deposit names both 25 µM and 10 µM). hit rate 0.83% among 99,000. AID 1347419, 2020;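 active = Z-score of -3 or lower, scaled per plate to the spread of control and sample wells; inactive = z-score above -3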;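 note: negative z-score means lost luminescence so less FERM oligomerization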
Smad3 inh: Smad3/FoxH1 peptide binding inhibitors, primary screen, biochemical, TR-FRET; Mothers against decapentaplegic homolog 3 (Homo sapiens), P84022; TR-FRET Smad3/Dy647-FoxH1 peptide binding, europium anti-His; inhibition, % at 25 µM; hit rate 0.29% among 88,000;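 active = compounds that reduce the energy-transfer binding signal between the protein and its labelled peptide by more than half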;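 note: 0% = Smad3 plus labelled peptide maximal FRET and 100% = peptide-only background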
Target sequence (P84022 whole entry, looked up): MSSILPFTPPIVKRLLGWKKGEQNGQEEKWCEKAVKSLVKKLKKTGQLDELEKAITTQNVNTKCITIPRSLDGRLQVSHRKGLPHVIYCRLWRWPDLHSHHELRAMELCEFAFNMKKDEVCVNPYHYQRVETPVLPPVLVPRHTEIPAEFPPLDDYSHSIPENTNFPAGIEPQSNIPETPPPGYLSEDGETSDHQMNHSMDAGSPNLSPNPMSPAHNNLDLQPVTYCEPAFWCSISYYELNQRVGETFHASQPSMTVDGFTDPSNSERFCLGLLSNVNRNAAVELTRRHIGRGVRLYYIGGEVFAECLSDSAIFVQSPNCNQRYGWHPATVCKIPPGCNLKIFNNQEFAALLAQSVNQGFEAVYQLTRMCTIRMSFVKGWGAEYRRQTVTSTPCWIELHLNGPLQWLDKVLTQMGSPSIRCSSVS
VCAM1 TNFa inh: inhibitors of TNFa-induced VCAM1 expression, primary screen, imaging, HUVEC, TNFa stimulus, immunofluorescence; inhibition, % at 2 µM; AID 802, 2007; hit rate 0.48% among 95,000; HUVEC TNFa-induced VCAM-1 immunofluorescence, high-content imaging;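 active = inhibition above the batch mean plus 3 SD, with images confirmed as a hit by eye, cut at about 37% in these data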;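 note: 0% = TNF-stimulated DMSO wells and 100% = unstimulated control wells; not every result past the cut was called active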
Lung fibro prol: antiproliferative effect on LL 47 fibroblasts – human, LL 47 cells, CellTiter-Glo luminescence, primary screen; LL 47 human lung fibroblast viability, ATP luminescence; active compounds read low; viability, % at 10 µM; hit rate 1.1% among 85,000;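 active = viability at or below 50% in the single dose screen; inactive = viability above 50%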;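 note: compound exposure lasted 72 h before the ATP readout; 100% = median luminescence of untreated cell-only wells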
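material = human LL 47 lung fibroblast cells | dosing = compounds added from tenfold dosing solution, 0.1% DMSO final | timing = overnight cell rest, 72 h compound treatment at 37 °C | measured by = CellTiter-Glo luminescence measuring cellular ATP | evaluation = % viability versus median cells-only luminescence | control set = cell-only wells, no compound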
Active calls of the source: *; / = no result given; [ ] = another dose, or the depositor's remark. Only part of the results is shown (hit frequency here may not be typical).

SMILES	HUVEC inhibit	HUVEC tox IL1B	HUVEC tox TNFa	H69AR growth 86K	F-actin modifier	PTK2B oligo ant	Smad3 inh	VCAM1 TNFa inh	Lung fibro prol
CCN(c1ccc(NC(=O)CN2C(=O)NC3(CCOc4ccccc43)C2=O)cc1)C(C)C (stereo not drawn)	/	-41.7	-0.4	/	-7.0	-1.24	/	-8.8	/
Cn1cccc1Cc1nnc(SCC(=O)NCc2ccc3c(c2)OCO3)n1CCc1ccccc1	/	-2.3	4.0	/	0.7	0.1	/	14.4	/
COc1ccc(NC(=O)Cn2nnc(C(=O)NCc3ccco3)c2N)c(OC)c1	100.3	-8.1	0.0	91.1	/	-0.64	-9.6	-6.1	98.1
CCOC(=O)C1CCN(c2nc3ccccc3nc2C(C#N)C(=O)OCCOC)CC1 (stereo not drawn)	87.0	-6.1	/	66.2	-6.6	-1.74	5.5	2.2	96.0
CCCc1nc2ccc(NC(=O)NCCC(=O)OCC)cc2c(=O)n1Cc1ccc(Cl)cc1	83.1	-8.8	7.4	91.3	-22.5	-0.65	-4.1	-6.5	98.8
C=CCn1c(-c2ccc(Cl)cc2)c[nH]c1=S	77.8	-1.3	-40.2	91.7	12.7	1.61	2.1	4.9	85.2
O=C(CNS(=O)(=O)c1ccc(Br)cc1)N1CCN(c2ccc(F)cc2)CC1	94.9	-3.5	-29.7	76.5	23.0	0.13	8.7	8.4	94.8
Nc1nc(NCc2ccco2)nn1-c1ccccc1	96.0	32.5	-18.0	101.5	10.7	-0.42	6.8	-2.4	103.4
O=C(O)CCN(CCC(=O)O)c1ccccc1	95.4	-2.3	-20.8	107.5	21.1	0.34	0.0[fluorescence artefact?]	10.2	87.9
Cc1ccc(C(=O)N2CCN(S(C)(=O)=O)C2)cc1	94.6	1.2	-30.4	92.5	18.6	-0.7	-1.4	9.0	98.5
COCCCn1c(-c2ccc(Cl)cc2)n[nH]c1=S	87.5	-18.5	-16.3	84.3	0.9	2.32	6.7	-6.4	94.2
C=C(C)CSc1nnc(-c2cccc(S(=O)(=O)N(C)C)c2)n1-c1cc(OC)ccc1OC	97.9	-21.4	3.9	100.4	5.8	-0.48	-2.6	2.7	98.1
COc1ccc(S(=O)(=O)N(C)CC(=O)NCCC2=CCCCC2)cc1OC	96.2	/	2.0	101.4	3.0	-0.32	-5.8[fluorescence artefact?]	4.8	98.7
CN1CCN(S(=O)(=O)c2ccc(-c3noc(C4CCN(S(C)(=O)=O)CC4)n3)cc2)CC1	102.8	-25.6	-27.6	97.3	-9.0	0.08	-6.2	-4.0	102.4
O=C(CC1N=C2c3ccccc3N=C(SCc3ccc(Cl)cc3)N2C1=O)NCc1ccco1 (stereo not drawn)	69.0	-14.7	-18.2	59.1	46.9	-0.19	-4.8	-9.8	103.8
CC(C)NC(=O)CSc1nc(-c2cccs2)cc(-c2ccccc2)c1C#N	99.8	-31.9	/	43.3	-4.5	-0.69	-36.3[fluorescence artefact?]	-26.1	103.7
CCOc1ccc(N(CC(=O)Nc2cccc(F)c2)S(=O)(=O)c2c(C)noc2C)cc1	86.3	-23.8	-8.9	30.2*	-1.0	/	13.4	12.1	74.6
O=c1oc2ccc3ccccc3c2cc1-c1nnc(-c2ccccc2)o1	80.4	-7.2	-18.8	94.3	19.0	-0.25	17.6[fluorescence artefact?]	6.3	103.4
N#C/C(=C1\CCCN1)c1nc2ccccc2c(=O)[nH]1	90.5	7.1	-5.4	93.8	-45.9	-0.78	6.7	9.8	104.9
COCCn1c(=NC(=O)c2ccc3c(c2)OCO3)c(C#N)cc2c(=O)n3cccc(C)c3nc21	82.7	-25.8	-9.7	51.4	-40.5	/	3.3	-9.1	89.5
CC(Oc1ccc(Cl)cc1Cl)C(=O)Nc1ccc2oc(-c3ccncc3)nc2c1 (stereo not drawn)	50.6	-18.7	-17.4	74.3	-3.3	-3.23*	6.5	-5.8	84.6
O=C(Nc1nnc(C(F)(F)F)s1)c1cccnc1	86.7	9.5	-3.7	105.7	-7.1	-0.52	7.9	-19.6	93.7
CC(=O)NCCN=C(C)c1sc2ccccc2c1O	92.8	17.3	-4.9	97.6	38.2	0.19	-5.0	-2.6	88.1
N#Cc1ccc(-c2ccc3c(c2)OCO3)nc1SCC(=O)OCc1ccccc1	92.7	-10.2	-27.6	82.9	2.5	1.62	-14.8	-12.8	103.8
COc1ccc(-c2c(C)n([O-])c(C)c(C)[n+]2=O)cc1OC	95.4	-20.5	-41.2	94.4	31.0	0.14	-7.4	0.3	104.5
CCOC(=O)C1CCN(Cc2ccc(C(=O)OC)cc2)CC1	/	-2.5	-2.2	/	-21.0	0.15	/	6.4	/
CCCCN1C(=O)N(C)C2NC(=O)NC21 (stereo not drawn)	97.3	2.8	-24.0	102.0	8.5	0.56	8.0	6.6	108.0
CN(C(=O)Cn1c(=O)n(CCCCC(=O)NC2CCCC2)c(=O)c2ccccc21)C1CCCCC1	57.8	-6.6	/	83.9	8.6	/	3.4	-11.5	86.1
Cc1cc(C)n2cc(CSc3nnnn3-c3ccc(Cl)cc3)nc2n1	88.9	-5.2	1.5	101.1	-1.6	0.71	2.6	-1.1	93.8
O=C(NC1CCCC1)C(c1ccccc1)N(Cc1ccc2c(c1)OCO2)C(=O)Cc1cccs1 (stereo not drawn)	75.2	-18.0	-1.6	46.1	-4.1	-3.06*	4.5	7.1	94.2
CC(=O)CSc1nnc(CSc2ncccn2)n1C1CCCCC1	98.3	7.7	-8.5	74.7	-21.5	0.1	7.2	2.8	97.5
Cc1cccc(N(C)S(=O)(=O)c2ccc3[nH]cc(C(=O)N4CCOCC4)c(=O)c3c2)c1	84.3	14.0	-13.8	97.3	20.3	0.06	8.3	8.7	97.9
CC1(C)CC(=O)C2=C(C1)N(N1CCOCC1)C(N)=C(C#N)C2c1cccnc1 (stereo not drawn)	/	-9.3	4.5	/	-7.2	0.48	/	5.8	/
COc1ccc2[nH]c(=O)c(CN(Cc3ccc4c(c3)OCO4)C(C)=O)cc2c1	87.3	-6.4	35.2	73.9	36.1*	1.17	10.6	-5.3	103.0
CSc1nncn1/N=C/c1ccc2c(c1)OCO2	87.9	-17.3	-15.6	95.0	1.8	0.11	-7.1	-6.1	105.2
C/C(=N\O)C(=O)NCCN1CCCCC1	90.9	/	/	96.9	/	1.61	13.4[fluorescence artefact?]	/	95.0
CC1Cc2ccccc2N1C(=O)COc1nc2ccccc2nc1N1CCOCC1 (stereo not drawn)	99.0	-8.7	-27.4	60.1	11.6	-1.95	-4.7	2.0	/
Cc1onc(-c2ccccc2Cl)c1C(=O)Nc1ccc(N2CCOCC2)cc1	/	-21.9	-7.0	/	-11.4	0.85	/	-12.3	/
COc1ccc(-c2csc(C3=C(O)CN(Cc4ccc(S(N)(=O)=O)cc4)C3=N)n2)cc1OC	91.2	-0.4	-36.6	96.9	6.0	0.43	5.2	-28.0	97.5
CCOC(=O)C1CCN(C(=O)C2c3ccccc3C(=O)N(C)C2c2ccc(OC)cc2)CC1 (stereo not drawn)	100.5	-5.6	-9.4	68.6	-3.8	0.65	-4.3	29.4	100.3
O=C(NCC1CCCO1)c1nnc(Cc2ccc(F)cc2)o1 (stereo not drawn)	94.8	/	/	86.1	/	/	-2.2	/	99.3
CCOC(=O)N1CCN(C(=O)c2cn(CCOC)c(=O)c3c2c2ccccc2n3C)CC1	92.8	5.0	-10.3	70.5	-8.7	0.04	-0.1	31.1	86.8
Cc1ccc(C(=O)CC(C(=O)O)c2cn(CCC#N)c3ccccc23)cc1 (stereo not drawn)	94.1	5.1	-23.6	94.9	-17.0	/	6.3	14.2	95.9
CCN1CCC(=NNC(=O)CC23CC4CC(CC(C4)C2)C3)CC1	/	-60.0	11.0	/	-10.3	0.17	/	-16.1	/
CCCCOc1ccc(CNC(=O)NS(=O)(=O)c2ccc(OCC(C)C)cc2)cc1	/	-11.1	-21.6	/	-11.2	1.87	/	-8.3	/
O=C(CN1C2CCCC1CC(NC(=O)c1ccccc1)C2)Nc1nccs1 (stereo not drawn)	97.4	26.6	5.8	93.5	-2.4	-1.22	11.9	-2.5	104.9
Cc1cc2occ(CC(=O)Nc3nnc(C4CC4)s3)c2cc1C	/	14.0	-15.5	/	-11.1	-0.14	/	0.7	/
CC(SCc1ccccc1)C(=O)N/N=C/c1cc2c(cc1Br)OCO2 (stereo not drawn)	/	9.6	-1.5	/	3.0	-0.91	/	5.0	/
O=C(NCCN1CCOCC1)c1ccc2c(c1)N(Cc1ccccc1)CCS2	90.5	-4.3	42.1	83.2	5.6	/	-3.7	9.5	84.9
Cc1ccc(CNC(=O)CSCC(=O)O)cc1	94.0	2.9	9.3	96.4	-15.4	0.12	13.8	-5.6	98.6
Cc1nc(S(=O)(=O)N(C)Cc2ccccc2)c(C#N)c(C)c1Cl	93.4	-7.5	92.0*	76.0	-47.9	-0.1	10.9	78.2*	91.8
Cc1ccc(NC(=O)c2cc3ccccc3o2)cc1S(=O)(=O)N(C)C	/	-14.4	0.4	/	7.5	-3.18*	/	0.9	/
COC(=O)c1ccccc1NC(=O)CN1C(=O)C2CCCN2c2ncc(Cl)cc21 (stereo not drawn)	85.9	37.5	-10.9	101.0	-14.4	/	3.6	8.0	99.2
COc1ccc(NC(=O)C2(c3ccc(NC(=O)c4ccc(OC)c(OC)c4)cc3)CCCC2)cc1	/	-12.9	5.2	/	-2.4	-0.64	/	14.9	/
Cn1c(=O)c2c(-c3ccncc3)c3c(nc2n(C)c1=O)-c1ccccc1C3=O	90.4	-11.2	25.1	87.7	3.7	/	1.4	-23.1	107.4
Cc1cccc(OCC(=O)Nc2ccccc2N2CCN(C(=O)C(C)C)CC2)c1C	111.4	-9.3	-9.2	56.5	7.8	0.1	2.8	11.6	92.5
CSc1cc(C)n(-c2ccc(Cl)cc2)c(=S)c1C(C)=O	/	0.3	-38.6	/	11.8	2.59	/	-27.4	/
CCOC(=O)C1CCCN(C(=O)c2cc(=O)c3ccccc3o2)C1 (stereo not drawn)	98.5	6.5	-34.5	87.2	6.2	0.35	-7.0	-3.7	101.0
CCN(CC)c1ccc(NC(=O)c2cccc(OC)c2)c(C)c1	55.3	-25.1	-0.4	18.7*	3.1	-1.3	4.3	-1.7	72.2
Cn1c(NC(=O)c2ccccc2)cc(=O)n(C)c1=O	94.6	5.6	-10.0	94.0	3.6	/	8.5	4.5	97.0

High-throughput results: PubChem, several laboratories
